# Screens (PubChem)
# PP5 inh: PP5 (human) phosphatase inhibition | P53041 | purified PP5c, OMFP substrate fluorescence | inhibition, % at 6.7 µM | actives 0.18% (n = 320,000) | AID 1987;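 active = inhibition above the campaign's mean inhibition across all tested compounds plus 3 SD, cut at about 9.5% in these data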;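 note: 0% = DMSO only and 100% = 100 µM cantharidin control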
# Target sequence (P53041 whole entry, looked up): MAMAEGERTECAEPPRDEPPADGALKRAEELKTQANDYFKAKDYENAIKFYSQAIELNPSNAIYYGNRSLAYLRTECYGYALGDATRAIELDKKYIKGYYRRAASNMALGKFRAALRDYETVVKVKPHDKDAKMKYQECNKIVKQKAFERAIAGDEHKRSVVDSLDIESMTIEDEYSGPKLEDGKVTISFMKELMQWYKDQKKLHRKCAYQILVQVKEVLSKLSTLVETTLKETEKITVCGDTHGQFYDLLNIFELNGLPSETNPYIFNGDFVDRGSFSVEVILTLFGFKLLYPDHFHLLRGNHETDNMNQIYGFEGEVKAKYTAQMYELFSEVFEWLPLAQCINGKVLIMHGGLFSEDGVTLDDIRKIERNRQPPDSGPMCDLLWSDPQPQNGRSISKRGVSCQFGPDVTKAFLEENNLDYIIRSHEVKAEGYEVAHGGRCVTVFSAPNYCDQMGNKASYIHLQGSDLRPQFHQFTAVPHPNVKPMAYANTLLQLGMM
# procasp7 counter: counter-screen for procaspase-3 activators: activators of human procaspase-7; P55210; recombinant procaspase-7, Ac-DEVD-pNA absorbance 405 nm; D23A/D198A/D206A triple mutant, cannot self-cleave; scale: DMSO 0, 5 µM enzyme 100; activation, % at 8.5 µM; actives 0.093% (n = 330,000);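 active = percent activation above the screen-wide mean plus 3 SD, cut at about 25% in these data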
#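 Detection: p-Nitroaniline absorbance at 405 nm, read at 0 and 120 min; system: Uncleavable procaspase-7 mutant enzyme; evaluation: % activation from two-timepoint absorbance difference, scaled to controls; times: 1 h enzyme–compound preincubation and 2 h substrate reaction, both 25 °C; buffer or medium: Zinc-free HEPES pH 7.4 with 300 mM NaCl, 0.01% Triton X-100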
# VLA-4 inh: inhibition in a human VLA-4 binding assay; actives 0.2% (n = 330,000); P13612; inhibition, % (about 7 µM as worked out from the volumes in the protocol); VLA-4 expressing cells, ligand binding flow cytometry; in the data active = inhibition above about 50%
# CTSL1 counter: blocks F. hepatica cathepsin L1 in PFM18AAP counter-screen; recombinant F. hepatica cathepsin L1, Z-Leu-Arg-MCA fluorescence; inhibition, % at 5.96 µM; actives 0.49% (n = 300,000);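 active = inhibition above the mean of all tested compounds plus 3 SD, set per screening campaign, cut at about 17% in these data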;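 note: 0% = plate median of test compound wells and 100% = 1 µM Z-Phe-Ala-diazomethylketone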
# core dimer inh: blocks dimerization of HCV core protein | TR-FRET GST/Flag-core106 dimerization, 1536-well | inhibition, % at 5 µM | actives 0.33% (n = 300,000) | AID 1899;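 active = inhibition above the mean of all tested compounds plus 3 SD, set per screening campaign, cut at about 45% in these data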
#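 Assay system – GST-tagged and Flag-tagged HCV core protein residues 1-106 · Quantity – core106 proteins, GST 13.5 nM and Flag 17 nM · Benchmarks – unlabelled core106 and no-GST-core106 wells · Read-out basis – percent inhibition of core106 dimerization signal · Detection – time-resolved FRET, ex 340 nm, em 617 and 671 nm · Schedule – 4 h at 22.5 °C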
# GRK2 aptamer HTS: inhibitors of human GRK2 displacing RNA aptamer | P25098 | bead flow cytometry, FAM-aptamer displacement from GRK2 | inhibition of aptamer binding, % at 10 µM | actives 0.59% (n = 330,000);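 active = inhibition of aptamer binding above 40%, roughly 3 SD of noise, on plates passing a quality check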;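 note: median bead fluorescence of bound FAM aptamer so fluorescent compounds give negative values; no value below 0 was filed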
# PP1 inh: PP1-alpha (human) inhibition in PP5 counter-screen. P62136. purified PP1alpha, OMFP fluorescence. inhibition, % at 6.7 µM. actives 0.9% (n = 320,000). AID 2235;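 active = inhibition above the mean inhibition of all tested compounds plus 3 SD, computed separately for each screening campaign, cut at about 15% in these data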
# procasp3 activ: procaspase-3 (human) activation; actives 0.11% (n = 330,000); recombinant procaspase-3 D3A, Ac-DEVD-pNA absorbance 405 nm; activation, % at 8.5 µM;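 active = activation above the mean of all tested compounds plus 3 SD, cut at about 21% in these data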;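 note: 0% = DMSO alone and 100% = DMSO wells spiked with extra 5 µM PC-3 D3A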
#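 Compound: 8.5 µM single point, 0.8% DMSO / Material: Autoprocessing-dead procaspase-3 D3A mutant enzyme / Timing: 1 h preincubation plus 2 h reaction at 25 °C / Medium: Zinc-free HEPES/NaCl buffer with 0.01% Triton X-100 at pH 7.4 / Technique: 405 nm absorbance of p-nitroaniline, reads at 0 and 120 min / Repeats: one well per compound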
# GASC-1 inh: human JMJD2C demethylase inhibition | Q9H3R0 | GST-JMJD2C(1-420) H3K9me3 demethylation, DELFIA europium | inhibition, % at 2.35 µM | actives 0.069% (n = 330,000) | AID 2099;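 active = more than half of a compound's replicate wells show inhibition beyond 50%, single wells judged on their own value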;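 note: signal counts dimethyl H3K9 product captured on neutravidin plate; 0% = median of DMSO wells and 100% = 0.3 times that DMSO median; strong numbers were not always called active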
# Target sequence (Q9H3R0 1-420 limits assumed): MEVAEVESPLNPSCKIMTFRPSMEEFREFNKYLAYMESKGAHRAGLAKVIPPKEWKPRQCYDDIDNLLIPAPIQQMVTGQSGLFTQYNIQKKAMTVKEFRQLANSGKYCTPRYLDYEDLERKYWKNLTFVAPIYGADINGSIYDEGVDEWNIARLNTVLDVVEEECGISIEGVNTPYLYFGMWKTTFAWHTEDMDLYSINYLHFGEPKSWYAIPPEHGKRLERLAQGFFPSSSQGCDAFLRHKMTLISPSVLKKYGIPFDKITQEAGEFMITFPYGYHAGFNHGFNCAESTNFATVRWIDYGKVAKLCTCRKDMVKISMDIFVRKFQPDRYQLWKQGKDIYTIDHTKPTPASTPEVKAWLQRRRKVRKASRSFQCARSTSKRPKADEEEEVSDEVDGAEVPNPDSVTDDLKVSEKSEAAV
# An asterisk follows results filed as active; i = inactive; nt = no result given.
# Every second line gives: PP5 inh	procasp7 counter	VLA-4 inh	CTSL1 counter	core dimer inh	GRK2 aptamer HTS	PP1 inh	procasp3 activ	GASC-1 inh
1: C=CCN1CCN(C(=O)CCCc2ccccc2)CC1
  2.4	-4	7	-1	1	1	-5	5	20
2: COc1ccc(-c2noc(CCC(=O)NCc3ccco3)n2)cc1
  -1.6	9	11	-2	-3	0	-2	-4	0
3: CN(C)CCCOC(=O)Cc1ccc(Cl)cc1
  0.4	-1	6	-6	-1	3	-1	2	29
4: CSCCC(NC(=O)c1ccc(Cl)cc1)C(=O)OCC(=O)Nc1ccc(C#N)cc1 (stereo not given)
  3.3	-1	-4	-7	8	0	-2	-8	-5
5: COc1ccc(C(=O)N2CC(=O)Nc3ccccc32)cc1S(=O)(=O)N1CCOCC1
  1.4	-4	nt	1	-3	0	-7	3	0
6: CC1(C)CC2CC(C)(CN2CC(=O)C(C#N)c2ccccc2)C1 (stereo not given)
  2.5	4	-2	1	0	0	1	6	-4
7: O=C(Nc1ccc(N2CCOCC2)cc1)c1ccc(Br)o1
  -0.6	0	7	0	9	0	2	-6	-4
8: CCOC(=O)CN1c2ccccc2NC(=O)CC1C (stereo not given)
  -1.3	4	-2	2	0	0	-2	8	-2
9: COc1ccc(Br)cc1C(=O)Nc1ccc(O)cc1
  -0.8	-1	9	-1	6	0	-5	0	-7
10: CC(C)COC(=O)n1c(SCC(N)=O)nc2ccccc21
  2.1	1	-10	0	1	0	-6	5	-7
11: O=[N+]([O-])c1cccc(-c2nn(-c3ccccc3)cc2CO)c1
  1.6	3	-13	-3	-5	3	1	3	10
12: O=C(Nc1cc([N+](=O)[O-])ccc1Cl)c1cccnc1
  -1.1	16	28	-1	3	1	-2	5	12
13: Cc1nc(SCC(=O)Nc2ccc(N3CCOCC3)cc2)nc(C)c1C
  -2.8	-1	3	2	-4	7	-3	-8	1
14: CCOc1ccc(C(=O)Nc2ccc(C(F)(F)F)n(C)c2=O)cc1
  2.5	-1	10	1	8	0	-1	6	-1
15: COCCN1C=C2C(=O)C(C)(OC(=O)CCC(=O)OC)C(=O)C(Br)=C2C=C1c1ccc(OC)cc1 (stereo not given)
  8.9	-29	-20	7	4	7	7	-6	2
16: O=C(NC1CCCCC1)C(c1ccc(F)cc1)N(Cc1ccco1)C(=O)CN1C(=O)c2ccccc2S1(=O)=O (stereo not given)
  -0.5	12	-12	-1	0	0	4	-11	3
17: C=CCNc1nc(Nc2ccc([N+](=O)[O-])cc2)nc(OC)n1
  6.3	-7	2	-1	6	1	-2	-3	3
18: CN(Cc1ccco1)S(=O)(=O)c1nnc(NC(=O)c2ccccc2Cl)s1
  1.8	0	-10	1	18	1	2	-7	1
19: CN(C)C(CNc1ccc(C(N)=O)cc1[N+](=O)[O-])c1ccccc1 (stereo not given)
  0.8	-5	-9	-4	-13	0	1	-10	0
20: O=C(NC(=O)c1ccccc1)Nc1ccc(Cl)cn1
  2.9	-13	5	-5	-6	4	-3	9	3
21: CCOc1ccc(S(=O)(=O)N2CCN(S(=O)(=O)c3ccc(OCC)cc3)C(C)C2)cc1 (stereo not given)
  2.8	0	7	-13	2	0	-2	-6	15
22: Cc1ncc(S(=O)(=O)c2ccccc2)c(-c2ccccc2)n1
  1.0	5	7	0	2	0	-2	-1	-2
23: C#CCC(NC(=O)c1ccc(C(F)(F)F)cc1)C(=O)NCCC (stereo not given)
  0.6	9	-2	nt	nt	0	-1	5	0
24: CCC1CN(S(=O)(=O)c2cc(-c3cc(C)no3)ccc2OC)c2cc(C)ccc2O1 (stereo not given)
  6.3	3	0	-2	7	0	4	3	4
25: CN(C)C(=O)Cn1c(SCC(=O)NC2CCCCC2)nc2ccccc21
  10.0*	2	6	-4	0	0	-2	-1	2
26: CC(=O)Nc1ccc(S(=O)(=O)N(C)c2nc3ccccc3nc2Cl)cc1
  2.2	10	4	-1	5	0	-3	-7	-9
27: O=C(Nc1ccc2ccccc2c1)c1cnccn1
  0.8	-7	-10	-1	6	0	4	-5	-5
28: O=C(Nc1ccc(Cl)c(S(=O)(=O)N2CCOCC2)c1)c1cc(=O)[nH]c2ccccc12
  2.2	-10	13	nt	nt	2	1	4	-7
29: Cc1ccc(Cc2ccc(C(=O)NNC(N)=S)o2)cc1
  1.6	-8	-3	-3	3	0	-4	-2	-4
30: Cc1ccc(S(=O)(=O)/N=C(/Nc2ccc3[nH]c(=O)[nH]c3c2)c2ccc(F)cc2)cc1
  2.2	6	5	1	5	6	-4	-2	-11

# Structural class, the entries above containing a cyano group.
# Every second line gives: PP5 inh	procasp7 counter	VLA-4 inh	CTSL1 counter	core dimer inh	GRK2 aptamer HTS	PP1 inh	procasp3 activ	GASC-1 inh
4: CSCCC(NC(=O)c1ccc(Cl)cc1)C(=O)OCC(=O)Nc1ccc(C#N)cc1 (stereo not given)
  3.3	-1	-4	-7	8	0	-2	-8	-5
6: CC1(C)CC2CC(C)(CN2CC(=O)C(C#N)c2ccccc2)C1 (stereo not given)
  2.5	4	-2	1	0	0	1	6	-4

# Additional entries.
# Every second line gives: PP5 inh	procasp7 counter	VLA-4 inh	CTSL1 counter	core dimer inh	GRK2 aptamer HTS	PP1 inh	procasp3 activ	GASC-1 inh
31: COC(=O)CSc1nc(NC#N)nc(NC(C)(C)C)n1
  1.6	8	4	0	-1	4	-4	-2	4
32: CC1CC(C)(C)NC(=S)N1CCC(=O)N1c2ccccc2CC1C (stereo not given)
  1.6	7	0	3	-2	1	-1	-10	3
33: O=C(NCCOc1ccccc1)C1CCC(=O)N(CCN2CCOCC2)C1 (stereo not given)
  0.2	18	10	0	-14	0	3	3	-102
34: Cc1cc(=O)oc2cc(OCC(O)Cn3ccnc3)ccc12 (stereo not given)
  -0.1	6	7	-1	-3	0	0	7	-5
35: Cc1cc(C)nc(N2CCC(C(=O)Nc3ccc4c(c3)OCCO4)CC2)n1
  0.6	2	14	-3	0	4	2	4	7
36: O=C(O)c1ccc(NC(=O)c2cccc(S(=O)(=O)Nc3ccc(C(=O)O)cc3)c2)cc1
  5.0	1	1	1	-12	1	4	-1	3
37: Cc1cc(NC(=O)Nc2ccc(Cl)c(Cl)c2)n(-c2ccccc2)n1
  3.6	-3	12	0	-2	2	6	-1	23
38: O=C(NCCCn1ccnc1)c1ccc2c(c1)OCCO2
  0.6	2	18	-1	2	1	-1	-2	8
39: C=CCNC(=S)N1CCc2[nH]c3ccccc3c2C1
  -1.0	5	-1	-2	-4	1	-4	8	-6
40: O=C(NCCCN1CCCC1)c1ccc2c(c1)N(Cc1ccccc1F)C(=O)c1ccccc1S2(=O)=O
  1.2	13	i	-2	-12	30	1	8	0
41: O=C(CC1Sc2ccccc2NC1=O)OCC(=O)N1CCc2ccccc21 (stereo not given)
  1.0	14	-1	-101	23	4	-4	6	2
42: Cc1ccc(S(=O)(=O)N(C)CC(=O)N/N=C/c2ccc(C)o2)cc1
  -0.3	1	1	4	-3	3	-2	4	4
43: CC(/C=C1\SC(=S)N(NC(=O)c2cccc(O)c2)C1=O)=C\c1ccccc1
  2.9	-8	10	3	28	2	2	-5	2
44: Fc1ccccc1Cn1cnc(NC(=S)NCCc2ccccc2)n1
  -2.8	3	2	1	-4	1	-1	-7	-5
45: COc1cccc(/C=C2\SC(=S)N(CCCC(=O)NC3=NCCS3)C2=O)c1
  -0.6	0	15	4	10	0	0	6	3
46: COc1ccc(S(=O)(=O)N2c3cc(C)ccc3OCC2C(C)(C)C)cc1 (stereo not given)
  -0.9	-2	8	1	3	2	2	9	25
47: COCC(=O)N1CCC(Oc2ccc(C(=O)NCc3cnc(C)cn3)cc2)CC1
  0.5	0	10	6	2	1	-5	5	6
48: Cc1ccccc1C(=O)Nc1ccc2c(c1)CCCN2C(=O)c1cccs1
  5.7	2	15	-2	-4	4	3	0	-2
49: O=C(Nc1ccc(Cl)cc1)c1ccc(CN2CCc3ccccc3C2)cc1
  0.7	-4	-9	-3	0	0	-2	0	1
50: CCCN1C2=NCCCN2c2ccccc21
  3.6	5	8	-1	0	0	-5	1	1
51: S=c1[nH]ccn1Cc1ccccc1
  0.8	-7	9	-4	-2	2	-4	4	-50
52: N#CC1(NC(=O)CN2C(=O)c3ccccc3C2=O)CCCCC1
  -1.0	0	8	nt	nt	0	-3	-1	1
53: COCCN1C=C2C(=O)C(C)(OC(=O)C3CCCC3)C(=O)C=C2C=C1c1ccsc1 (stereo not given)
  11*	-12	-2	10	-7	3	0	2	5
54: Cc1ccc(S(=O)(=O)N(C)C)cc1NC(=O)C1CCC1
  0.3	6	-5	0	-4	0	-1	-4	27
55: C=CCN(CC=C)C(=O)COn1nnc2ccc(S(=O)(=O)N3CCOCC3)cc21
  -0.1	5	-4	2	-3	1	-4	2	0
56: CCOC(=O)[C@@H]1[C@H]2COc3ccc(Br)cc3[C@@H]2N2C(=O)N(c3cccc(Cl)c3)C(=O)[C@@]12C
  nt	9	11	nt	nt	1	nt	1	3
57: CC(Sc1nc(N)cc(=O)[nH]1)C(=O)Nc1nc2c(s1)CCCC2 (stereo not given)
  0.6	0	7	-4	0	4	0	-8	17

# Among those listed so far, 10 have a Cl atom.
# Every second line gives: PP5 inh	procasp7 counter	VLA-4 inh	CTSL1 counter	core dimer inh	GRK2 aptamer HTS	PP1 inh	procasp3 activ	GASC-1 inh
3: CN(C)CCCOC(=O)Cc1ccc(Cl)cc1
  0.4	-1	6	-6	-1	3	-1	2	29
4: CSCCC(NC(=O)c1ccc(Cl)cc1)C(=O)OCC(=O)Nc1ccc(C#N)cc1 (stereo not given)
  3.3	-1	-4	-7	8	0	-2	-8	-5
12: O=C(Nc1cc([N+](=O)[O-])ccc1Cl)c1cccnc1
  -1.1	16	28	-1	3	1	-2	5	12
18: CN(Cc1ccco1)S(=O)(=O)c1nnc(NC(=O)c2ccccc2Cl)s1
  1.8	0	-10	1	18	1	2	-7	1
20: O=C(NC(=O)c1ccccc1)Nc1ccc(Cl)cn1
  2.9	-13	5	-5	-6	4	-3	9	3
26: CC(=O)Nc1ccc(S(=O)(=O)N(C)c2nc3ccccc3nc2Cl)cc1
  2.2	10	4	-1	5	0	-3	-7	-9
28: O=C(Nc1ccc(Cl)c(S(=O)(=O)N2CCOCC2)c1)c1cc(=O)[nH]c2ccccc12
  2.2	-10	13	nt	nt	2	1	4	-7
37: Cc1cc(NC(=O)Nc2ccc(Cl)c(Cl)c2)n(-c2ccccc2)n1
  3.6	-3	12	0	-2	2	6	-1	23
49: O=C(Nc1ccc(Cl)cc1)c1ccc(CN2CCc3ccccc3C2)cc1
  0.7	-4	-9	-3	0	0	-2	0	1
56: CCOC(=O)[C@@H]1[C@H]2COc3ccc(Br)cc3[C@@H]2N2C(=O)N(c3cccc(Cl)c3)C(=O)[C@@]12C
  nt	9	11	nt	nt	1	nt	1	3

# Hits appear at their usual frequency; 2.6% or so of the library scored in one or more.
